Bioassay records (PubChem)
BRCA1 expr up = BRCA1 expression activation | MCF7-BRCA1-FFLuc reporter, luminescence, 48 h; response scale: scaled: vehicle 0%, 10 µM genistein 100% | Potency, µM (series often up to 46.1 µM), inactives show at the top dose activation, most hits filed as activators | hit rate 1.1% among 380,000; note: potency is the fitted concentration of half-maximal effect; nearly all actives have a fitted effect of over 80% in size; some results filed as inactive show a strong effect at the top dose
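MCF7-BRCA1-FFLuc, 2000 cells/well; 2 h attach, 37 °C/5% CO2; compound 48 h; luciferase substrate 15 min; luminescence end-point. Norm. to genistein 10 microM max activation and DMSO; concentration-response curves fitted.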
p53 reactivator = mutant p53 re-activation in reporter cells | Potency, µM (series often up to 92.2 µM), without a hit: at the top dose activity change, positive = activation, usual class: activators | hit rate 0.063% among 320,000 | H1299 p53-A138V BP100-luciferase reporter, luminescence, 24 h; note: potency is the fitted concentration of half-maximal effect; % of control where 0% means no effect; nearly all actives have a fitted effect of over 45% in size
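p53-null H1299 cells stably carrying temperature-sensitive p53-A138V and a BP100-luciferase reporter were pinned with compounds (4-point, 1:5 series) and held 24 hrs at 37 deg C. Luminescence was read 10 min after detection reagent.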
RORg inh = inhibitors of mouse ROR gamma transcriptional activity. hit rate 5.4% among 310,000. Drosophila S2 Gal4-RORgamma UAS-luciferase reporter, 20 h. AID 2551. Potency, µM (doses to about 53.6 µM), without a hit: top-dose activity change, negative = inhibition, actives largely listed as inhibitors. P51450; note: potency is the fitted concentration of half-maximal effect; % is set by controls: 0 for no effect and ±100 for the full control effect; nearly all actives have a fitted effect of over 60% in size
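Drosophila Schneider cells stably carrying a metallothionein-driven Gal4 DBD–ROR gamma fusion and a UAS-Photinus luciferase reporter were exposed to compound for 1 hr, then induced with copper sulfate (700 uM final) for 20 hr at ambient temperature before luminescence reading.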
ELG1 repair inh = ELG1-dependent DNA repair inhibition; HEK293T ELG1-luciferase reporter, luminescence, 16 h; DNA damage induced by 5-fluorouridine; Potency, µM (doses to about 46.1 µM), inactives show at the highest dose activity change, negative = inhibition, actives largely listed as inhibitors; hit rate 2.3% among 330,000; AID 504467; note: potency is the fitted concentration of half-maximal effect; % is set by controls: 0 for no effect and ±100 for the full control effect; nearly all actives have a fitted effect of over 55% in size
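Overnight (16 hr) co-exposure of 2,000 cells/well to 5-fluorouridine and compound at 37 °C preceded detection. Luciferase was quantified via ONE-Glo luminescence; loss of signal denotes inhibition.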
FLuc counter = counter-screen for miR-21 project: firefly luciferase inhibitors or activators; Potency, µM (doses to about 57.5 µM), for inactives: top-dose activity change, negative = inhibition, hits mostly inhibitors; hit rate 6.9% among 360,000; purified FLuc, Km substrates, luminescence inhibition;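 note: potency is the fitted concentration of half-maximal effect; plate controls were vehicle for no effect and reference inhibitor for full effect; nearly all actives have a fitted effect of over 55% in size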
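Purified P. pyralis luciferase (10nM final) with 10uM D-luciferin and 10uM ATP (Km levels) in 50mM Tris acetate pH 7.5, 10mM Mg acetate, 0.01% Tween-20, 0.05% BSA; qHTS 6-point titration, ~60 µM downward; luminescence read.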
Rab9 prom act = activators of Rab9 promoter | Huh7 Rab9 promoter-luciferase reporter, luminescence, 24 h | Potency, µM (doses to about 9.22 µM), for the others: at the highest dose activation, negative = inhibition, actives largely listed as activators | hit rate 2.8% among 320,000 | AID 485297; note: potency is the fitted concentration of half-maximal effect; % of control where 0% means no effect; nearly all actives have a fitted effect of over 60% in size
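Cells were plated at 1500 per well in reduced-serum medium with 10% FBS and left 2 h. Compound in DMSO was then added for 24 h at 37 °C. Reporter signal was read by luminescence after 10 min with luciferase detection reagent.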
NPC1 promoter act = NPC1 promoter activation | Huh7 NPC1 promoter luciferase reporter, 24 h | Potency, µM (doses to about 9.22 µM), for inactives: at the highest dose activation, hits mostly activators | hit rate 2.4% among 320,000;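 note: potency is the fitted concentration of half-maximal effect; % of control where 0% means no effect; nearly all actives have a fitted effect of over 60% in size; reporter is driven by a mutant NPC1 promoter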
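Luminescence from an NPC1 promoter-driven luciferase reporter in stably transfected Huh7 cells was measured after 24 h compound treatment at 37 °C, followed by 10 min ambient incubation with luciferase detection reagent.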
Gal4-VP16 FLuc = inhibits Gal4-VP16 luciferase reporter, ROR gamma counter-screen; hit rate 3.5% among 310,000; Potency, µM (series often up to 53.6 µM), without a hit: at the highest dose activity, negative = inhibition, usual class: inhibitors; Drosophila S2 Gal4-VP16 UAS-luciferase, luminescence, 20 h;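 note: Gal4-VP16 expression switched on by copper sulfate through the metallothionein promoter; potency is the fitted concentration of half-maximal effect; % is set by controls: 0 for no effect and ±100 for the full control effect; nearly all actives have a fitted effect of over 50% in size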
Tb PFK block = T. brucei PFK enzyme inhibition. O15648. T. brucei PFK, ADP-Glo luminescence. Potency, µM (series often up to 57.5 µM), for inactives: at the highest dose activity, negative = inhibition, usual class: inhibitors. hit rate 0.17% among 330,000;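 note: potency is the fitted concentration of half-maximal effect; 0% = uninhibited 1x PFK enzyme wells and -100% = no-enzyme wells; nearly all actives have a fitted effect of over 60% in size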
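In TEA buffer at pH 8.0 with 5 mM MgCl2, enzyme (1.25 nM) converted F6P (0.5 mM) and ATP (0.1 mM) for 45 min at room temperature. ADP product was read by luciferase luminescence.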
TRPV1 agonist = human TRPV1 agonism | Q8NER1 | TRPV1-expressing cells, Fluo-8 calcium influx, agonist mode | activation, % at 8.33 µM | hit rate 0.19% among 320,000 | AID 540275; in the data active = activation above about 80%; inconclusive = between about 30% and that limit; note: 0% is about no effect
Target sequence (Q8NER1 whole entry, looked up): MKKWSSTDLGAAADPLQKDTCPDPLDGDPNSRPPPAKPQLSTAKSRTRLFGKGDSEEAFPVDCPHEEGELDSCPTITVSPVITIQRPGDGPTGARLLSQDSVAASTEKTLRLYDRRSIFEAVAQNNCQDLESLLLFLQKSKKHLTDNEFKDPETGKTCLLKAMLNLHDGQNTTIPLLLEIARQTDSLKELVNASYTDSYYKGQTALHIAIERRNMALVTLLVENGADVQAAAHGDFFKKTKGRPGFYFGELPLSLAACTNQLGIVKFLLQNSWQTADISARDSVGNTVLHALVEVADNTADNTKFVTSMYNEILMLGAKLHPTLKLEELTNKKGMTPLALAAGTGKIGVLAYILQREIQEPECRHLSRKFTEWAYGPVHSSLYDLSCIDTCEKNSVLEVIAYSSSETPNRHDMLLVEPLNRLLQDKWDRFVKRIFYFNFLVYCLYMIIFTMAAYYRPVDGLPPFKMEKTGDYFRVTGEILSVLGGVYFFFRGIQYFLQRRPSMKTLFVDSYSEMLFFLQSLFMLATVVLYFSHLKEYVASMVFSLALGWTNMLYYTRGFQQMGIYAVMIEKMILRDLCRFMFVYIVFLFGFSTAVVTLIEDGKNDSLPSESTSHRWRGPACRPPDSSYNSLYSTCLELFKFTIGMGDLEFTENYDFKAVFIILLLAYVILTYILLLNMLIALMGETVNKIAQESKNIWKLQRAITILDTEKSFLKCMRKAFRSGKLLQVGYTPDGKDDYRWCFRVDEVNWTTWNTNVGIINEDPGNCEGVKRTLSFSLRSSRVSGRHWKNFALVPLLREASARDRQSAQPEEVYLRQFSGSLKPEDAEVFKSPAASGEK
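Fluo-8 calcium influx in TRPV1-expressing cells, kinetic read (ex 480/em 520 nm). Compound added and read 3 min for agonist activity, followed by capsaicin at EC20 final and 2 min further read for enhancement.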
ELG1 genotoxic = induces genotoxicity in HEK293T cells with luciferase-tagged ELG1; HEK293T ELG1-luciferase reporter, luminescence, 16 h; Potency, µM (series often up to 46 µM), for the others: top-dose activity change, positive = activation, hits mostly activators; hit rate 1.3% among 330,000; note: potency is the fitted concentration of half-maximal effect; % of control where 0% means no effect; nearly all actives have a fitted effect of over 60% in size
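HEK293T cells expressing luciferase-tagged ELG1 were exposed to compound or DMSO vehicle for 16 hr at 37 °C and 5% CO2. Luciferase activity was then measured with ONE-Glo after 30 min at room temperature.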
Active calls of the source: *; ? = inconclusive; / = not tested or not shown; [ ] = dose if it differs, or a comment. Unless noted, calls come from the whole dose curve; as a rule, active = well fitted curve in the direction sought with a large enough effect; inconclusive = small, poorly fitted or top-dose-only effect, or another doubt; inactive = no such curve, though single readings can be large; an effect the other way counts as inactive or inconclusive. An unsorted share of the library; about 15% have a hit in one of these screens.

1. CCCC1=NN2C(=N)/C(=C\c3cc(C)n(Cc4ccccc4)c3C)C(=O)N=C2S1
2. Cc1cccc(NC(=O)Nc2ccc3c(c2)N(C)C(=O)CS3)n1
3. CC1(C)CC(=O)c2c(nn(-c3ccccc3)c2N)C1
4. CCOC(=O)c1ccccc1NC(=O)C1=COCCO1
5. CS(=O)(=O)N1CCN(C(=O)c2cc(-c3cccnc3)nc3ccc(Cl)cc23)CC1
6. CC(C)OC(=O)CCC(=O)Nc1ccc(F)cc1
7. O=S(=O)(c1ccc(Br)s1)N1CCC(Cc2ccccc2)CC1
8. CC(C)[C@H](NC(=O)c1ccccc1)C(=O)OCc1nnc(-c2ccccc2)o1

entry no. | 1 | 2 | 3 | 4 | 5 | 6 | 7 | 8
BRCA1 expr up | 24% | 46% | 10% | 0% | -18% | 4% | -29% | -1%
p53 reactivator | 1% | 12% | -3% | 4% | -5% | -1% | -2% | 7%
RORg inh | -7% | 19% | 4% | / | 22% | -13% | 13µM* | 16%
ELG1 repair inh | -7% | 13% | -2% | 17% | ? | 18% | 5% | 15%
FLuc counter | ? | ? | -1% | 8% | -13% | -1% | 1% | -2%
Rab9 prom act | -6% | 0% | 7% | -2% | -4% | -2% | -2% | -3%
NPC1 promoter act | 0% | 14% | -1% | -10% | 5% | -1% | 1% | 1%
Gal4-VP16 FLuc | 2% | 24% | -7% | / | -15% | 13% | -11% | -12%
Tb PFK block | 3% | 1% | 4% | -4% | -3% | 9% | -7% | 5%
TRPV1 agonist | ? | -1 | 10 | -3 | -6 | 3 | 0 | 9
ELG1 genotoxic | -4% | ? | 1% | -1% | -15% | -7% | 2% | 0%

9. CCOC(=O)CNS(=O)(=O)c1ccc(S(=O)(=O)N2CCCC2)cc1
10. CCCCCCNC(=O)Nc1ccccc1
11. Cn1c2ccccc2c2cc(/C=C(\NC(=O)c3ccccc3)C(=O)O)ccc21
12. O=C(c1cc([N+](=O)[O-])ccc1N1CCCCC1)N1CCc2ccccc21
13. CCCc1ccc2oc(C(=O)NCCc3cnn(C)c3)c(C)c2c1
14. COc1ccc(C(=O)NNC(=O)CN(C)S(=O)(=O)c2ccc(Cl)cc2)c(OC)c1OC
15. CCN(C(=O)COC(=O)c1c(C)nn(-c2ccccc2)c1C)C1CCS(=O)(=O)C1 (configuration not stated)
16. Cc1cccc(C)c1-n1c(C)cc(/C=C2\NC(=O)NC2=O)c1C

entry no. | 9 | 10 | 11 | 12 | 13 | 14 | 15 | 16
BRCA1 expr up | 23% | 83% | 11% | -12% | 8.9µM* | -6% | 66% | -36%
p53 reactivator | -14% | 15% | -2% | 7% | 13% | 4% | 20% | 9%
RORg inh | -3% | -7% | -16% | -12% | ? | / | 5% | -7%
ELG1 repair inh | 5% | ? | -10% | ? | ? | 4% | ? | -4%
FLuc counter | -2% | ? | ? | -1% | 13µM* | 3% | -19% | ?
Rab9 prom act | -10% | 30% | -7% | -14% | 1.8µM* | 3% | ? | -8%
NPC1 promoter act | 0% | 0% | -3% | -31%[inhibitor] | 3.5µM* | 7% | 20% | -1%
Gal4-VP16 FLuc | 8% | -37% | -1% | -17% | 1% | / | -11% | -7%
Tb PFK block | 0% | 3% | 21% | 15% | -11% | -4% | 1% | 7%
TRPV1 agonist | -18 | -5 | 3 | 22 | ? | -2 | -6 | 2
ELG1 genotoxic | -1% | ? | -4% | 1% | ? | 3% | 16% | 14%

17. N#CC1=C(Nc2ccccc2)SC=C(c2ccc(F)cc2)N=C1N1CCOCC1
18. COc1ccc2c(COC(=O)CNS(=O)(=O)c3ccccc3)cc(=O)oc2c1
19. CCN1C(=NCCCCO)N[C@@H](c2ccccc2)C(C(=O)OC)=C1C
20. CC(NC(=O)Cn1cnnn1)C12CC3CC(CC(C3)C1)C2 (configuration not stated)
21. COc1ccc(-c2nc(-n3c(C)c(C(C)=O)c(C(C)=O)c3C)sc2C)cc1OC
22. Cc1cc(NC(=O)CCC(=O)N(C2CC2)C2(C(=O)NC3CCCC3)CCC(C)CC2)no1 (configuration not stated)
23. C=CCn1c(CCC(=O)O)ccc1-c1ccccc1
24. CN(C)/C=C1\NC(=S)N(c2ccccc2)C1=O

entry no. | 17 | 18 | 19 | 20 | 21 | 22 | 23 | 24
BRCA1 expr up | / | 1% | / | -1% | -32% | -35% | 8% | -2%
p53 reactivator | -14% | -3% | / | -2% | -4% | -9% | -5% | 2%
RORg inh | -4% | / | 2% | 27% | -4% | -10% | -6% | -21%
ELG1 repair inh | 2% | 22% | / | -12% | ? | -2% | -2% | -5%
FLuc counter | 1% | / | 4% | 3% | -1% | 2% | 7% | 2%
Rab9 prom act | 3% | / | 3% | 1% | -3% | 0% | 0% | 3%
NPC1 promoter act | -3% | / | -1% | 2% | 0% | -1% | -4% | 2%
Gal4-VP16 FLuc | 19% | / | -2% | 3% | 1% | -6% | -2% | 1%
Tb PFK block | 0% | 8% | -2% | 1% | -6% | 2% | -2% | -6%
TRPV1 agonist | -3 | / | 3 | 10 | 9 | 6 | -3 | 1
ELG1 genotoxic | -2% | -3% | / | -3% | -2% | -1% | 1% | 1%

25. NC(=O)CC(NC(=O)Cc1cccc2ccccc12)c1ccc(NCCN2CCCCC2)c([N+](=O)[O-])c1 (configuration not stated)
26. FC(F)(F)c1cccc(-c2cc(C3CCNCC3)[nH]n2)c1
27. CC(C)N1CCN(Cc2coc3ccccc3c2=O)CC1CCO (configuration not stated)
28. CCCCc1c(C)nc2c(OC)cccc2c1SCCC(=O)O
29. Cc1ccc(N(CC(=O)Nc2ccccc2C(=O)N2CCOCC2)S(C)(=O)=O)cc1
30. COc1ccc(-c2cc(C(=O)NC3CCCCC3)no2)cc1OC
31. Cc1cc(=O)oc2cc(OCC(=O)Nc3ccc(CN4CCOCC4)cc3)ccc12
32. COc1cc(-c2nnc(SCC3(c4ccccc4)OCCO3)o2)cc(OC)c1OC

entry no. | 25 | 26 | 27 | 28 | 29 | 30 | 31 | 32
BRCA1 expr up | 16% | -44% | -27% | -19% | 0% | -33% | 1% | -13%
p53 reactivator | 16% | -11% | 2% | -11% | -4% | -1% | 10% | 1%
RORg inh | 1% | 19% | 22% | 8% | 27% | -23% | -2% | 13%
ELG1 repair inh | 8% | 7% | -1% | 24% | -2% | -18% | -2% | ?
FLuc counter | 1% | 0% | -1% | -4% | 1% | 1% | -1% | -10%
Rab9 prom act | 1% | -4% | -1% | -4% | 0% | 6% | -2% | -13%
NPC1 promoter act | -2% | -4% | 0% | 2% | -1% | 0% | 1% | 6%
Gal4-VP16 FLuc | 9% | 1% | -12% | -3% | -9% | 17% | 7% | 4%
Tb PFK block | 1% | 2% | 1% | -7% | 8% | 0% | 6% | -9%
TRPV1 agonist | -4 | 1 | 2 | -1 | 2 | 0 | -3 | -4
ELG1 genotoxic | -2% | -6% | 2% | 0% | 2% | 3% | 1% | -13%

33. O=C(CCSc1ccccc1)NCC1CCCO1 (configuration not stated)
34. COc1cc(CNCCNCC(C)O)ccc1OCc1ccc(Cl)nc1 (configuration not stated)
35. CCCC[N+](CC#CCO)(CC#Cc1ccccc1)CCCC
36. Cc1c(CNC(=O)C2CCC(=O)N(CCc3ccccc3)C2)cnn1C (configuration not stated)

entry no. | 33 | 34 | 35 | 36
BRCA1 expr up | 21% | 25% | -17% | 2%
p53 reactivator | 18% | 16% | -3% | 11%
RORg inh | 22% | 0% | 13% | 7%
ELG1 repair inh | 16% | 18% | -15% | 7%
FLuc counter | 6%[2.3 µM] | -12% | 0% | -1%
Rab9 prom act | -2% | 0% | -8% | 5%
NPC1 promoter act | 1% | -1% | 1% | -8%
Gal4-VP16 FLuc | 7% | -24% | 2% | 2%
Tb PFK block | 0% | -2% | -1% | -1%
TRPV1 agonist | -3 | 0 | 3 | -8
ELG1 genotoxic | 2% | 7% | -5% | 4%
